IL2 activator = IL-2 activation | IL-2 activation reporter assay, cell-based qHTS; stimulated with anti-CD3/CD4/CD28 beads; in transgenic mouse T cells | 360,000 compounds, 0.065% hits | activation, % (series mostly up to about 46 µM); in the data active = activation above about 50%; also: 0% is about no effect
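Unstimulated transgenic mouse T cells, 750 per well, received compound and, after 60 minutes, anti-CD3/anti-CD4 bead plus anti-CD28 stimulation. EGFP and DsRed were quantified after 18 hours.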
EPAC2 agonist = EPAC2 (human) agonism. Q8WZA2. EPAC2 activation, biochemical qHTS; response scale: 100% = 6.5 mM cAMP response. Potency, µM (top dose mostly 154 µM), inactives show at the highest dose activation, hits mostly activators. 360,000 compounds, 0.079% hits; active = well fitted activation curve with a large enough effect; also: potency is read from the fitted curve at half-maximal effect; nearly all actives have a fitted effect of over 50% in size
Target sequence (Q8WZA2 whole entry, looked up): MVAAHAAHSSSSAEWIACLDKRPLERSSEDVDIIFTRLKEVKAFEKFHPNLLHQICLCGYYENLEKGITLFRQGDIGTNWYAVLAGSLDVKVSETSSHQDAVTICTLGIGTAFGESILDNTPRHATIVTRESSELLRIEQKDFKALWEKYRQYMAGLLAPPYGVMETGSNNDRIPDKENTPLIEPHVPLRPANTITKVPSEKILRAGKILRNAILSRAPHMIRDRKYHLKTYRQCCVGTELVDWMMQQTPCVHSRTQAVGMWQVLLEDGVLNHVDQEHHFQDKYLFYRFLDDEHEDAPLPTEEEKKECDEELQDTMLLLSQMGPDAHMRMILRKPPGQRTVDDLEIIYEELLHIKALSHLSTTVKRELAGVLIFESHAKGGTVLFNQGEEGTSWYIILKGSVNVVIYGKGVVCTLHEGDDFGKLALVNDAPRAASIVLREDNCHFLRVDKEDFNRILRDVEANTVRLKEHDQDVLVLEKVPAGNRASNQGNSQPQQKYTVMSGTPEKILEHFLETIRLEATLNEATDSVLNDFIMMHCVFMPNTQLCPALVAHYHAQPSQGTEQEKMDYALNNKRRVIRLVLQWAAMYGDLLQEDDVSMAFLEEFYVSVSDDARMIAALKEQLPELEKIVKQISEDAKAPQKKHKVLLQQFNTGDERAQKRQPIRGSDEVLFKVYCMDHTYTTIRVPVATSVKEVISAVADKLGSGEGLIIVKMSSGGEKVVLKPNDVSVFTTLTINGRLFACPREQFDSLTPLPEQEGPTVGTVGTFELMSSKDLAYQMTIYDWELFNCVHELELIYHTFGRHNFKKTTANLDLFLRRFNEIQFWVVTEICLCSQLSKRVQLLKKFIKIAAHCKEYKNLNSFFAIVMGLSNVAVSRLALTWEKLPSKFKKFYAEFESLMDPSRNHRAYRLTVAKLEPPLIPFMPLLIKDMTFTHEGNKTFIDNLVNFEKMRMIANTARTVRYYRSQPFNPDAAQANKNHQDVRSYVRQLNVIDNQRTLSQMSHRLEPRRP
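Nucleotide exchange monitored as fluorescence drop when BODIPY-GDP leaves Rap1B. Reaction: 100 nM EPAC2, 250 nM RAP1B-BODIPY-GDP, 50 uM GDP, room temperature, kinetic read over 30 min. Activity expressed relative to 6.5 mM cAMP.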
Numbers without * were called inactive.

SMILES	IL2 activator	EPAC2 agonist
O=C(Nc1ccc(F)cc1)C(c1ccccc1)N1CCN(c2cccc(C(F)(F)F)n2)CC1 (stereo not drawn)	-0.1	20.0%
COC(=O)C[C@@H]1CC[C@@H](NC(=O)NC2CCCC2)[C@@H](CO)O1	0.1	8.6%
COC(=O)[C@@]12C[C@@H](CC(=O)NCc3ccc(OC)c(OC)c3)C(=O)N(Cc3ccc4c(c3)OCO4)C1=CCC(C)(C)C2	-0.8	6.0%
O=C(C[C@H]1CC[C@@H]2[C@H](COC[C@@H](O)CN2Cc2cccc(F)c2)O1)NCC1CCCCC1	0.3	3.0%
Cc1ccc(N2CCN(C(C(=O)Nc3c(C)cccc3C)c3cc4ccccc4o3)CC2)cc1 (stereo not drawn)	-0.9	6.2%
COCCCNC(=O)C[C@@H]1C[C@@]2(C(=O)OC)CCCCC=C2N(Cc2ccc3c(c2)OCO3)C1=O	2.4	0.4%
CC(=O)N1CCC(C(=O)N2c3ccccc3N=C(c3ccc(C(F)(F)F)cc3)C2C(=O)NC2CCCC2)CC1 (stereo not drawn)	-0.2	-3.9%
CCOC(=O)N1CCN(C(=O)C[C@@H]2C[C@@]3(C(=O)OC)CC(C)(C)CC=C3N(Cc3ccccc3)C2=O)CC1	0.0	8.4%
CCO[C@H]1C[C@@H](c2ccc(CC)cc2)N(S(=O)(=O)c2ccc(C)cc2)C2CC(c3ccc(CC)cc3)N(S(=O)(=O)c3ccc(C)cc3)CC21 (stereo partly drawn)	-0.4	5.7%
C=C[C@@H](c1ccccc1)[C@](C)(O)C(=O)O	0.4	-3.0%
COc1ccc(NC(=O)C(c2ccncc2)n2c(=O)c(-c3ccccc3)nc3ccccc32)cc1 (stereo not drawn)	2.2	4.4%
Cc1ccc(S(=O)(=O)N2CC3C(=O)C[C@@H](c4ccccc4)N(S(=O)(=O)c4ccccc4Cl)C3CC2c2ccccc2)cc1 (stereo partly drawn)	0.7	2.6%
Cc1ccc(S(=O)(=O)N2C3CCCCC3O[C@H]2CC(=O)c2cccc3ccccc23)cc1 (stereo partly drawn)	1.1	8.9%
CC1(C(=O)Nc2ccc3c(c2)OCCO3)CN(S(C)(=O)=O)CC(=O)N1CCCn1ccnc1 (stereo not drawn)	-0.2	5.8%
CCOC(=O)[C@]12CCCC=C1N(CCC1=CCCCC1)C(=O)[C@H](CC(=O)NCc1cccc(C(F)(F)F)c1)C2	-0.1	-7.0%
CCCCNC(=O)C[C@@H]1C[C@@]2(C(=O)OCC)CCCC=C2N(CCc2ccc(OC)c(OC)c2)C1=O	-0.6	-3.3%
Cc1cccc(C)c1N1C(=O)c2ccccc2NC(=O)C1C(=O)NCCc1ccccc1 (stereo not drawn)	0.2	6.1%
CCOC(=O)[C@]12CCCC=C1N(CCC1=CCCCC1)C(=O)[C@H](CC(=O)N1CCN(C(=O)c3ccco3)CC1)C2	0.4	8.9%
N#Cc1cccc(C(=O)C(=O)N2CCN(c3ccccc3)CC2)c1	-0.4	-0.9%
CC1(C(=O)NCc2ccccc2)CN(S(C)(=O)=O)CC(=O)N1CC(F)(F)F (stereo not drawn)	-0.1	1.3%
CCOC(=O)C1=CC[C@@H](c2ccccc2)N(S(=O)(=O)c2ccc(C)cc2)[C@@H]1C#N	-1.2	10.8%
O=C(NC1CCCC1)C1C(c2ccc(C(F)(F)F)cc2)=Nc2ccccc2N1C(=O)c1cccc2ccccc12 (stereo not drawn)	-0.9	11.6%
CCOC(=O)N1CCN(C(C(=O)NC2CCCC2)c2ccco2)CC1 (stereo not drawn)	-0.5	0.9%
O=C(NC1CCCC1)C1C(c2ccccc2)=Nc2ccccc2N1C(=O)c1cc(Cl)cc(Cl)c1 (stereo not drawn)	-0.8	3.1%
COCCN1C(=O)CN(S(C)(=O)=O)CC1(C)C(=O)NC(C)C (stereo not drawn)	-0.2	3.7%

Pulled by compound from the list above (three):
SMILES	IL2 activator	EPAC2 agonist
Cc1cccc(C)c1N1C(=O)c2ccccc2NC(=O)C1C(=O)NCCc1ccccc1 (stereo not drawn)	0.2	6.1%
CCOC(=O)[C@]12CCCC=C1N(CCC1=CCCCC1)C(=O)[C@H](CC(=O)NCc1cccc(C(F)(F)F)c1)C2	-0.1	-7.0%
O=C(NC1CCCC1)C1C(c2ccc(C(F)(F)F)cc2)=Nc2ccccc2N1C(=O)c1cccc2ccccc12 (stereo not drawn)	-0.9	11.6%

Additional compounds:
SMILES	IL2 activator	EPAC2 agonist
CSCCC(c1nc2ccccc2[nH]1)n1c(-c2ccc(C)cc2)nc2ccccc21 (stereo not drawn)	-0.3	8.4%
COc1ccc(C(C(=O)NCc2ccccc2)n2c(=O)c(-c3cc4ccccc4[nH]3)nc3ccccc32)cc1 (stereo not drawn)	0.2	14.0%
CCCCCCCCN1C(=O)[C@H](CC(=O)NCc2ccccc2)C[C@@]2(C(=O)OC)CC(C)(C)CC=C12	-1.0	-12.3%
O=C(Nc1ccc(F)cc1)N[C@@H]1CC[C@@H](CCn2cc(-c3ccc(F)cc3)nn2)O[C@@H]1CO	3.0	-0.9%
CCCCCCCCN1C(=O)[C@H](CC(=O)NCCCC)C[C@@]2(C(=O)OC)CC(C)(C)CC=C12	-0.3	-9.8%
Cc1ccc(S(=O)(=O)N2C3CCCCC3O[C@H]2CC(=O)Oc2ccccc2)cc1 (stereo partly drawn)	-0.4	6.2%
COC(=O)[C@@]12C[C@@H](CC(=O)NCCCN3CCCC3=O)C(=O)N(Cc3ccccc3)C1=CCC(C)(C)C2	0.0	1.1%
Nc1sc(-c2ccccc2)cc1C(=O)NCCc1ccc(Cl)cc1	-0.6	2.5%
Cc1ccc(S(=O)(=O)N2C3CCCCC3O[C@H]2CC(=O)OCc2ccccc2)cc1 (stereo partly drawn)	-0.4	8.8%
CSCCC(C(=O)NCc1ccccc1)n1c(C2CCN(C(C)=O)CC2)nc2ccccc21 (stereo not drawn)	-0.5	5.1%
CN(C)Cc1cn(CC[C@@H]2CC[C@@H](NC(=O)Nc3ccccc3F)[C@@H](CO)O2)nn1	0.9	6.6%
COC(=O)[C@@]12C[C@@H](CC(=O)NCCCCc3ccccc3)C(=O)N(Cc3ccc4c(c3)OCO4)C1=CCC(C)(C)C2	-0.8	4.5%
COC(=O)C1=CN(c2ccccc2OC)C(N)=C(C#N)C1c1cccc([N+](=O)[O-])c1 (stereo not drawn)	-0.6	12.4%
COC(=O)C1(C(=O)OC)c2ccccc2N(S(=O)(=O)c2ccc(C)cc2)C1CC(C)=O (stereo not drawn)	0.4	-0.2%
COc1ccc(CCC(=O)N2c3ccccc3N=C(c3ccc4c(c3)OCO4)C2C(=O)Nc2ccc(OC)cc2)cc1 (stereo not drawn)	-0.3	2.1%
CCOC(=O)C1=CCN(S(=O)(=O)c2ccc(F)cc2)C1c1ccc(F)cc1 (stereo not drawn)	0.2	-1.7%
Cc1ccc(S(=O)(=O)N2C(c3ccc(Cl)c(Cl)c3)CC=C(C(=O)O)C2c2cccc(Cl)c2)cc1 (stereo not drawn)	-0.5	8.4%
O=C(Nc1c(-c2ccccc2)[nH][nH]c1=O)c1cnccn1	-0.1	3.7%
N#Cc1ccc(C(C(=O)NC2CCCCC2)n2c(=O)c(-c3cc4ccccc4[nH]3)nc3ccccc32)cc1 (stereo not drawn)	0.8	9.9%
CC(=O)/C=C1\OCc2ccccc21	0.1	6.6%
Cc1cccc(C)c1NC(=O)C(c1ccc(C(F)(F)F)cc1)n1c(=O)c(-c2ccco2)nc2ccccc21 (stereo not drawn)	0.2	-10.8%
CCc1c(-c2cccc(Br)c2)ncn1Cc1cccc(-c2ccccc2)c1	-0.4	3.9%
N#Cc1cccnc1N1CCN(C(C(=O)NC2CCCC2)c2ccc(F)cc2)CC1 (stereo not drawn)	1.6	0.4%
COC(=O)[C@]12CCCCC=C1N(CCc1ccc(OC)c(OC)c1)C(=O)[C@H](CC(=O)N1CCN(C(=O)C3CC3)CC1)C2	0.2	2.6%
CC1(C)CC(Cc2ccc(C(F)(F)F)cn2)N(C(=O)OC(C)(C)C)C1 (stereo not drawn)	-0.7	-5.2%
Additional compounds follow.
SMILES	IL2 activator	EPAC2 agonist
CC1(C(=O)Nc2ccc3c(c2)OCCO3)CN(S(C)(=O)=O)CC(=O)N1Cc1ccco1 (stereo not drawn)	0.3	15.1%
CCC(C(=O)NC1CCCC1)n1c(C2CC2)nc2ccccc21 (stereo not drawn)	-0.4	2.5%
CO[C@@H]1CN(C)C(=O)c2cc(NC(=O)C3CC3)ccc2OC[C@H](C)N(C(=O)CN2CCOCC2)C[C@@H]1C	0.1	6.9%
Cc1ccc(S(=O)(=O)N2[C@@H](CO)CO[C@H]2CC(=O)OCc2ccccc2)cc1	-0.9	-2.0%
Cc1cccc(C)c1NC(=O)C(c1ccc(C(F)(F)F)cc1)n1c(=O)c(-c2cc3ccccc3[nH]2)nc2ccccc21 (stereo not drawn)	0.6	8.8%
CCC(c1nc2ccccc2[nH]1)n1c(-c2cccnc2)nc2ccccc21 (stereo not drawn)	0.1	-5.3%
O=C(NCc1ccccc1)C1C(=O)Nc2ccccc2C(=O)N1c1ccc2c(c1)OCCO2 (stereo not drawn)	-0.2	3.2%
Cn1cc([C@]2(O)C(=O)Nc3c(F)cccc32)c2ccccc21	-0.3	2.0%
CC(=O)[C@H]1CC[C@@H](c2ccccc2)N(S(=O)(=O)c2ccc(C)cc2)C1	-0.1	10.6%
COC(=O)C[C@@H]1C=C[C@H](NC(=O)Nc2ccc(F)cc2)[C@@H](CO)O1	0.5	5.9%
CC(C)CN1C(=O)CSCC1(C)C(=O)NCc1ccccc1 (stereo not drawn)	-0.4	-1.5%
Cc1ccc([C@H]2C(C(=O)O)=CCN2S(=O)(=O)c2ccc(C)cc2)cc1	1.0	1.9%
CC1=C(C(=O)N2CCCCCC2)CC(CC(=O)NCCc2ccccn2)C(=O)N1CCCN1CCCC1=O (stereo not drawn)	0.8	11.6%
O=c1c(-c2ccccc2)nc2ccccc2n1C(CCc1ccccc1)c1nc2ccccc2[nH]1 (stereo not drawn)	0.6	12.2%
O=C(Nc1ccc(F)cc1)C(c1cc2ccccc2o1)N1CCN(c2ccncc2)CC1 (stereo not drawn)	-0.1	1.2%
COC(=O)[C@@]12C[C@@H](CC(=O)NCCCCc3ccccc3)C(=O)N(CCc3ccc(OC)c(OC)c3)C1=CCC(C)(C)C2	-0.9	8.8%
CCCCOCCCNC(=O)C[C@@H]1C[C@@]2(C(=O)OC)CC(C)(C)CC=C2N(Cc2cccc3ccccc23)C1=O	-0.3	-6.0%
CC(C)CNC(=O)C1C(=O)Nc2ccccc2C(=O)N1C(C)(C)C (stereo not drawn)	1.0	-0.5%
CCCCCCCCN1C(=O)[C@H](CC(=O)N2CCCCC2)C[C@@]2(C(=O)OC)CC(C)(C)CC=C12	-0.4	-1.4%
Cc1cccc(C)c1NC(=O)C(C1CC1)n1c(-c2ccc(-c3ccccc3)cc2)nc2ccccc21 (stereo not drawn)	0.5	4.2%
COc1ccc(O)cc1CN1CCN(c2ncc(Cc3ccccc3)cn2)CC1	-0.4	4.4%
COC(=O)C[C@H]1C=C[C@@H](NS(=O)(=O)c2ccccc2)[C@@H](CO)O1	2.5	8.9%
CCCCCCCCN1C(=O)[C@H](CC(=O)NCc2ccccc2)C[C@@]2(C(=O)OCC)CCC=C12	-1.2	-5.3%

Grouped by structure: the entries above with an aryl methoxy group.
SMILES	IL2 activator	EPAC2 agonist
COC(=O)[C@@]12C[C@@H](CC(=O)NCc3ccc(OC)c(OC)c3)C(=O)N(Cc3ccc4c(c3)OCO4)C1=CCC(C)(C)C2	-0.8	6.0%
COc1ccc(NC(=O)C(c2ccncc2)n2c(=O)c(-c3ccccc3)nc3ccccc32)cc1 (stereo not drawn)	2.2	4.4%
CCCCNC(=O)C[C@@H]1C[C@@]2(C(=O)OCC)CCCC=C2N(CCc2ccc(OC)c(OC)c2)C1=O	-0.6	-3.3%
COc1ccc(C(C(=O)NCc2ccccc2)n2c(=O)c(-c3cc4ccccc4[nH]3)nc3ccccc32)cc1 (stereo not drawn)	0.2	14.0%
COC(=O)C1=CN(c2ccccc2OC)C(N)=C(C#N)C1c1cccc([N+](=O)[O-])c1 (stereo not drawn)	-0.6	12.4%
COc1ccc(CCC(=O)N2c3ccccc3N=C(c3ccc4c(c3)OCO4)C2C(=O)Nc2ccc(OC)cc2)cc1 (stereo not drawn)	-0.3	2.1%
COC(=O)[C@]12CCCCC=C1N(CCc1ccc(OC)c(OC)c1)C(=O)[C@H](CC(=O)N1CCN(C(=O)C3CC3)CC1)C2	0.2	2.6%
COC(=O)[C@@]12C[C@@H](CC(=O)NCCCCc3ccccc3)C(=O)N(CCc3ccc(OC)c(OC)c3)C1=CCC(C)(C)C2	-0.9	8.8%
COc1ccc(O)cc1CN1CCN(c2ncc(Cc3ccccc3)cn2)CC1	-0.4	4.4%

High-throughput results: PubChem BioAssay, National Center for Advancing Translational Sciences (NCATS)

This is a subset. The share of hits here may be higher or lower than overall.
